RECQ1 helicase: qHTS Assay for Inhibitors of RecQ-Like Dna Helicase 1 (RECQ1) | ATP-dependent DNA helicase Q1 (Homo sapiens), P46063 | RECQ1 DNA unwinding, red fluorescence kinetic read | Potency, µM (titrated, usually from 57.3 µM), for inactives: top-dose activity, negative = inhibition, usual class: inhibitors | 240,000 tested, 0.54% active | AID 2549, 2010;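 note: plate controls were vehicle for no effect and no enzyme for full effect; nearly all actives have a fitted effect of over 30% in size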
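50 nM RECQ1T1 preincubated 15 min with compound in Tris pH 8.0 buffer with MgCl2, DTT, Tween-20 and 2.5 ug/ml poly(dI-dC); started with 200 nM TAMRA/BHQ-2 forked duplex and 2 mM ATP. Unwinding read as fluorescence (525/598 nm), two reads 2 h apart.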
LMNA splice mod: qHTS Assay for Modulators of Lamin A Splicing | AID 1487, 2009 | 200,000 tested, 0.01% active | Potency, µM (top dose mostly 46.1 µM), for inactives: at the highest dose ratio change, negative = inhibition, hits mostly inhibitors | HeLa LMNA splicing GFP/RFP minigene ratio, 48 h; active = well fitted inhibition curve with a large enough effect in the signal ratio, with a control signal flat, not every such curve was filed as active; inconclusive = small, poorly fitted or top-dose-only effect, or effect the other way, or a change in a side signal; the % refers to the signal ratio; note: % is set by controls: 0 for no effect and ±100 for the full control effect
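Read-out is the ratio of GFP to DsRed2 object intensity, acquired by 488 nm laser-scanning cytometry on HeLa lamin A-EGFP minigene reporter cells. Compound incubation 48 hrs at 37 °C in Opti-MEM with 2% FBS; DMSO 0.5% final.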
L3MBTL1 inh: qHTS Assay for the Inhibitors of L3MBTL1; Lethal(3)malignant brain tumor-like protein 1 (Homo sapiens), Q9Y468; AlphaScreen L3MBTL1–H3K9me1 peptide binding; Potency, µM (titrated, usually from 57.1 µM), for inactives: at the highest dose activity, negative = inhibition, most hits filed as inhibitors; 230,000 tested, 0.66% active; AID 485360, 2010; note: % is set by controls: 0 for no effect and ±100 for the full control effect; nearly all actives have a fitted effect of over 60% in size
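L3MBTL1 50 nM + b-AHA-H3(1-15)K9me1 75 nM, 30 min RT; compound added, 30 min RT; streptavidin donor/Ni-chelate acceptor beads 10 ug/mL each final, 30 min RT dark; AlphaScreen read.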
ALDH1A1 inh: qHTS Assay for Inhibitors of Aldehyde Dehydrogenase 1 (ALDH1A1); Purified ALDH1A1, NADH fluorescence, propionaldehyde substrate; Potency, µM (doses to about 75.3 µM), without a hit: at the top dose activity, negative = inhibition, most hits filed as inhibitors; 220,000 tested, 7.3% active; active = well fitted inhibition curve with a large enough effect, not every such curve was filed as active; inconclusive = small, poorly fitted or top-dose-only effect, or another doubt; inactive = no such curve, though single readings can be large or run the other way;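 note: plate controls were no enzyme wells and a reference inhibitor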
Target sequence (P00352 whole entry, looked up): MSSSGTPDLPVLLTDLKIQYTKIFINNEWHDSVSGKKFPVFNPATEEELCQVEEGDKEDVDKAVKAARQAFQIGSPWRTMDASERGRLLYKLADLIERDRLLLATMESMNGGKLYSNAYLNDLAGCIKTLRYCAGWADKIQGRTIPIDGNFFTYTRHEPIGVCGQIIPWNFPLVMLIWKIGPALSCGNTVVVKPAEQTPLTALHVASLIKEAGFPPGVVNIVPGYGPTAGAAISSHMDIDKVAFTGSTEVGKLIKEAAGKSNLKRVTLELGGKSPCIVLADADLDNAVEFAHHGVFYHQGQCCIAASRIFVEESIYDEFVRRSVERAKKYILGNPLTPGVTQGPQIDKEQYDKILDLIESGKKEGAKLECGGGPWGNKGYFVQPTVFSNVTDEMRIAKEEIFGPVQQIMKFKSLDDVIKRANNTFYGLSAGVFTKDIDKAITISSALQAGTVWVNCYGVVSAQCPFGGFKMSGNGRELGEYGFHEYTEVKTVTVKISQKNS
Tau fibril ThT: qHTS for Inhibitors of Tau Fibril Formation, Thioflavin T Binding; Microtubule-associated protein tau (Homo sapiens), P10636; recombinant tau K18 P301L (four-repeat tau fragment), heparin-induced fibrillization, ThT fluorescence; Potency, µM (top dose mostly 57.4 µM), for inactives: at the top dose activity, negative = inhibition, most hits filed as inhibitors; 270,000 tested, 2.1% active; AID 1460, 2008; note: % is set by controls: 0 for no effect and ±100 for the full control effect; nearly all actives have a fitted effect of over 55% in size
Target sequence (P10636 561-689 P618L limits assumed): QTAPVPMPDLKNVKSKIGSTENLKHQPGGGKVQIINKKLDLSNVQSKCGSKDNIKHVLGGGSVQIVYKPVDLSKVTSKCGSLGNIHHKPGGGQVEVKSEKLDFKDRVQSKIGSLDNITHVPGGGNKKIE
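Recombinant human tau K18 fragment […] carrying P301L, 15 uM unlabeled plus 0.24 uM Alexa 594-labeled, was fibrillized with 20 uM heparin in 100 mM sodium acetate pH 7 for 6 hr at 37 C; 30 uM ThT fluorescence read after 1 hr.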
KinaseGlo FLuc: Counterscreen for Luciferase (Kinase-Glo TM) Inhibition | Kinase-Glo luciferase, ATP luminescence, 8 min | Potency, µM (series often up to 38.3 µM), without a hit: at the highest dose activity change, negative = inhibition, usual class: inhibitors | 200,000 tested, 0.28% active | AID 1379, 2008; note: % is set by controls: 0 for no effect and ±100 for the full control effect; nearly all actives have a fitted effect of over 60% in size
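Light output from Kinase-Glo luciferase with luciferin and 10 uM ATP in 50 mM imidazole pH 7.2, KCl, MgCl2, Tween 20, BSA; compound pin-delivered, 8-min ambient incubation, then luminescence read.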
KDM4E inh: qHTS Assay for Inhibitors of Human Jumonji Domain Containing 2E (JMJD2E). Lysine-specific demethylase 4E (Homo sapiens), B2RXH2. Potency, µM (series often up to 57.1 µM), for the others: at the highest dose activity change, negative = inhibition, usual class: inhibitors. AID 2147, 2009. 230,000 tested, 1.6% active. JMJD2E catalytic domain, FDH-coupled NADH fluorescence (FDH is formaldehyde dehydrogenase); active = well fitted inhibition curve with a large enough effect, not every such curve was filed as active; inconclusive = small, poorly fitted or top-dose-only effect, or another doubt; inactive = no such curve, though single readings can be large or run the other way;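 note: 0% = wells with enzyme and -100% = buffer wells without enzyme; nearly all actives have a fitted effect of over 50% in size; many of its hits are not listed in these tables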
Target sequence (B2RXH2 1-337 limits assumed): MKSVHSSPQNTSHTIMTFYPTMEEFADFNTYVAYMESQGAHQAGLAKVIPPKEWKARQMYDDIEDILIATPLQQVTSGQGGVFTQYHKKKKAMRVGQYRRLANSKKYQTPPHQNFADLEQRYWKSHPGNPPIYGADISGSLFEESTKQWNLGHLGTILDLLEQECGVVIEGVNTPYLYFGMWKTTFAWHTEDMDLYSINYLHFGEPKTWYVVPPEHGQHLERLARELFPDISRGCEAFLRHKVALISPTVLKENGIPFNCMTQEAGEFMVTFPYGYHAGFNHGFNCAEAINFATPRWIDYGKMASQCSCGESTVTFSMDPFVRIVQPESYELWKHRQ
SMN2 splice enh: qHTS Assay for Enhancers of SMN2 Splice Variant Expression | HEK293 SMN2-luciferase splicing reporter, luminescence, 30-36 h | Potency, µM (doses to about 46.1 µM), for the others: at the highest dose activity change, positive = activation, hits mostly activators | 210,000 tested, 2.8% active | AID 1458, 2008; note: % of control where 0% means no effect; nearly all actives have a fitted effect of over 55% in size
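qHTS luciferase splicing reporter: luminescence rises when SMN2 exon 7 is included in transfected HEK293 cells. Compound exposure lasted 30-36 h at 37C, with 4.5 mM final sodium butyrate as control, followed by a ONE-Glo read.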
* hit, by the source's call; i = inactive; ? = inconclusive; · = not tested or not shown; & = joins results of further samples; [ ] = remark or other dose. Unless noted, calls come from the whole dose curve; as a rule, active = well fitted curve in the direction sought with a large enough effect; inconclusive = small, poorly fitted or top-dose-only effect, or another doubt; inactive = no such curve, though single readings can be large; an effect the other way counts as inactive or inconclusive. Potency is the fitted concentration of half-maximal effect. Not all compounds are listed; rates above refer to the full screens.

The line under a structure holds: LMNA splice mod, SMN2 splice enh, ALDH1A1 inh, RECQ1 helicase, KDM4E inh, L3MBTL1 inh, KinaseGlo FLuc, Tau fibril ThT
C=CCn1c(SCC(=O)NC2CCCCC2)nnc1C(C)NC(=O)c1cccs1 (stereo not given)
  9.9%, -18.7%, 2.2%, -6.8%, 7.3%, ·, 7.9%, -5.2%
Cc1ccc(NC(=O)CN(C)CC(=O)Nc2cccc(F)c2)cc1S(=O)(=O)N1CCCCCC1
  -26.9%[46 µM], -57.0%[inhibitor], ?, i, ?, -2.4%, -2.2%, -6.7%
O=C(c1cccnc1)N1CCc2ccccc21
  -10.7%, -9.7%, 1.4%, 3.9%, 6.6%, 3.8%, -0.7%, -6.3%
C#CCOCCOCCOCCNc1nc(N2CCOCC2)nc(N2CCN(C(=O)Cn3cc(CC(C)O)nn3)CC2)n1 (stereo not given)
  -2.1%, -12.4%, 6.2%, -1.3%, -2.9%, 4.9%, -2.9%, -8.3%
Cc1ccc(CCNC(=O)CNC(=O)c2cccs2)cc1
  4.8%[46 µM], 3.4%, 3.3%, -1.6%, -4.1%, ·, -0.1%, -1.5%
COC(=O)c1sc(N2C(=O)C(=O)/C(=C(/O)c3ccccc3)C2c2ccco2)nc1C (stereo not given)
  -6.0%, 5.6%, -2.1%, -3.7%, 3.6%, -10.3%, 0.0%, -14.0%
OC(c1nnc(-c2ccccc2)o1)c1cccs1 (stereo not given)
  ·, -2.5%, 10.2%, i, -8.5%, ·, -0.3%, 6.5%
O=C(CCSc1ccccc1)Nc1ncccn1
  -8.6%, 2.5%, 0.5%, i, 8.5%, 5.3%, 0.4%, -8.8%
c1ccc(-c2csc(NC3=NCCCCC3)n2)cc1
  -9.6%, 11.2µM*, -2.2%, -6.0%, 0.3%, 5.4%, -1.4%, -7.7%
CC(Sc1ccccc1)C(=O)N(CCC#N)Cc1cccnc1 (stereo not given)
  3.3%[46 µM], -13.4%, 4.6%, ?, -2.6%, ·, -1.8%, -12.3%
COC(=O)c1ccccc1NC(=O)C1CC(c2ccccc2O)=NO1 (stereo not given)
  -1.0%, -7.0%, -3.7%, -6.0%, -6.4%, ·, 0.9%, -3.2%
CCOc1cc(/C=C2\C(=O)N(c3ccc(C(N)=O)cc3)N=C2C)ccc1OC(=O)c1cccs1
  ?, -2.9%, 0.708µM*, -0.9%, ?, -16.6%, -1.2%, ?
COc1ccc(NS(=O)(=O)c2cccc3nsnc23)cc1OC
  -24.5%, -29.4%, -6.3%, 2.7%, 7.2%, ·, -4.7%, -7.1%
CCOC(=O)C1(CCCc2ccccc2)CCN(C(=O)CCc2cnccn2)CC1
  ·, ·, 3.98µM*, i, 0.7%, -7.4%, ·, -5.1%
COc1ccc(N2C(=O)CC(N3CCN(C4CCc5ccccc5C4)CC3)C2=O)cc1 (stereo not given)
  1.9%, -6.5%, ?, -0.8%, 16.1%, 20.1%, -1.4%, -11.2%
COc1cccc(C(c2sc3nc(C)nn3c2O)N2CCN(c3ccccc3F)CC2)c1 (stereo not given)
  1.3%, 15.9%, 5.7%, -5.6%, 8.1%, 25.0%, 1.2%, -6.4%
COc1cc2c(cc1OC)[C@@H]1C(=O)c3ccc4c(c3O[C@@H]1CO2)C=CC(C)(C)O4
  ·, ·, -3.4%, -6.3%, -7.0%, ·, 0.4%, ?
COc1ccc(C2=NOC(C(=O)Nc3cccnc3)C2)cc1 (stereo not given)
  ?, -23.5%, -6.5%, -5.0%, -22.4%, ·, 14.5%, -7.0%
CCOC(=O)C1CCN(C(=O)c2ccccc2NS(=O)(=O)c2cc(C)ccc2C)CC1
  2.5%, -6.8%, -1.6%, 0.9%, 1.2%, -12.3%, 1.3%, -8.7%
Cc1cccc(-c2ccc(C=Nc3c(C)n(C)n(-c4ccccc4)c3=O)o2)c1
  6.1%, -7.9%, 11.2µM*, -18.3%, -17.7%, -34.4%, -1.8%, -3.8%
Cc1ccc2nc(-c3cccc(NC(=O)c4ccc5c(c4)OCCO5)c3)oc2c1
  -9.4%, -12.9%, ?, -7.7%, ?, -8.8%, -9.3%, -12.9%
COC(=O)CCC(=O)OC1(C)C(=O)C2=CN(Cc3ccc(OC)cc3)C(c3ccc(OC)cc3)=CC2=C(Br)C1=O (stereo not given)
  -4.4%[9.22 µM], 20.5%[9.22 µM], 3.16µM*, 13.8%[11.5 µM], -23.4%[11.4 µM], ·, -0.8%[7.66 µM], -16.0%[11.5 µM]
Cn1c(=O)c2c(O)c(C=Nc3ccc(F)cc3)c(=O)n(C)c2n(C)c1=O
  ·, ·, ·, -11.2%, 0.4%, 6.6%, ·, -4.8%
Cc1ccc(C2NC(=O)NC(O)(C(F)(F)F)C2C(=O)c2ccccc2)o1 (stereo not given)
  -4.0%, -6.4%, 8.91µM*, -5.4%, 5.3%, ?, -0.7%, -3.2%
O=C(O)CC1C(=O)NCCN1C/C=C/c1ccccc1 (stereo not given)
  -2.8%, 5.8%, ?, -3.4%, -12.0%, -9.9%, 2.3%, -9.9%
COC(=O)c1c(NC(=O)CCCC(=O)O)sc(C)c1C
  -5.6%, -12.3%, 5.2%, -16.1%, -8.2%, -0.1%, 2.6%, -2.6%
CC(=O)c1ccc(N2C(=O)C3C(C2=O)C(C(=O)c2ccc(Cl)cc2)N2CCCC32)cc1 (stereo not given)
  -5.7%, -4.8%, ?, ?, ?, ·, -0.6%, ?
CC(C)(C)c1ccc(S(=O)(=O)n2c(CN3CCOCC3)nc3ccccc32)cc1
  12.3%, -20.0%, ?, 0.7%, 2.1%, ·, -1.3%, -9.3%
Cc1cc(NCCCn2ccnc2)n2nc(C)c(-c3ccc(Cl)cc3)c2n1
  ?, ·, ?, 84.3%[activator], 5.3%, ·, 5.6%, ?
Cc1cc(C)cc(NC(=O)C2CCN(c3nc(C)cc(C)n3)CC2)c1
  -0.9%, -10.5%, 9.9%, -5.3%, 8.3%, 3.7%, -4.7%, -2.7%
Cc1ccc(/C=N/NC(=S)N2CCOCC2)cc1
  17.7%, 33.5%, ?, 5.3%, ?, ?, -5.5%, -2.9%
COc1ccc(Nc2nc(-c3ccc4c(c3)NC(=O)CO4)cs2)cc1
  ·, -63.9%[inhibitor], ?, -3.9%, -5.9%, 0.0%, -0.3%, 7.94µM*
CCOC(=O)c1ccccc1NC(=S)N1CC(C)CC(C)C1 (stereo not given)
  -4.2%, -5.1%, 25.1µM*, -4.0%, ?, 4.5%, 3.1%, -12.8%
CCOP(=O)(OCC)C(Nc1ccccn1)c1ccccc1 (stereo not given)
  -8.9%, 0.7%, 1.6%, -1.0%, -18.1%, 6.7%, -0.4%, -4.7%
c1ccc(-c2nc(N3CCOCC3)c3ccccc3n2)nc1
  -23.0%, 4.6%, -3.8%, i, 3.0%, ·, -4.5%, -20.8%
CCCCCCCCCCOCCC(=O)O
  ·, -2.8%&4.6%, 10.9%&-3.4%, -5.1%, 7.2%, ·, 0.9%, -5.9%&0.3%
COc1ccc(CN(C(=O)Cc2cccs2)C(C(=O)NC2CCCC2)c2ccncc2)cc1 (stereo not given)
  6.0%, -6.1%, ?, -0.8%, -3.2%, 4.5%, -0.2%, 1.2%
CN(C)/N=C/c1cc(Cl)cc([N+](=O)[O-])c1O
  ?, -8.3%, -14.1%, -7.0%, -1.4%, -21.0%, -7.5%, 15.8µM*
O=C(CN(Cc1ccccc1)S(=O)(=O)c1ccc(Br)cc1)N/N=C/c1ccccc1C(=O)O
  ·, ·, ·, -6.7%, 4.6%, 0.3%, ·, -4.5%
COc1ccc(-n2c(=O)c3ccccc3n(CC(=O)NCc3ccco3)c2=O)cc1
  ?, -39.2%[inhibitor], -4.5%, -0.7%, 8.8%, ·, -0.8%, 0.6%

Taken from above.
`Cc1cc(C)cc(NC(=O)C2CCN(c3nc(C)cc(C)n3)CC2)c1` | SMN2 splice enh: -10.5%
`COc1ccc(Nc2nc(-c3ccc4c(c3)NC(=O)CO4)cs2)cc1` | Tau fibril ThT: 7.94µM*

The results go on.
The line under a structure holds: LMNA splice mod, SMN2 splice enh, ALDH1A1 inh, RECQ1 helicase, KDM4E inh, L3MBTL1 inh, KinaseGlo FLuc, Tau fibril ThT
O=C(N/N=C/c1cccc(Cl)c1)C(c1ccncc1)N1CCOCC1 (stereo not given)
  ·, ·, ·, i, 1.1%, 50.7%[activator], ·, ?
Cc1nn2c(c1-c1ccccc1)NC1=C(C(=O)CCC1)C2c1ccccc1 (stereo not given)
  -3.3%, ·, ?, -5.1%, ?, 1.0%, 0.5%, -5.7%
COC(=O)CCCC1=CC2=C(c3ccccc3)C(=O)C(C)(OC(=O)C3CCCC3)C(=O)C2=CN1c1ccc(OC)cc1 (stereo not given)
  0.9%[9.22 µM], 1.1%[9.22 µM], ?, -7.6%[11.5 µM], -26.3%[11.4 µM], ·, -10.4%[7.66 µM], ?
CCCn1cc(SCC(=O)NCc2ccc3c(c2)OCO3)c2ccccc21
  -8.5%, 3.7%, ?, i, -9.6%, -3.5%, 3.8%, ?
CCOc1ccc(CNC(=O)c2ccc(Sc3ccc(C)cc3)c(NC(C)=O)c2)cc1OC
  ?, ·, ?, -4.0%, -6.8%, -4.7%, 6.2%, 7.2%
